# Screening data from PubChem.
# IMP-1 inh: blocks Pseudomonas aeruginosa IMP-1 metallo-beta-lactamase; purified IMP-1, nitrocefin hydrolysis, epi-absorbance fluorescence; inhibition, % at 5.6 µM; actives 0.45% (n = 290,000); AID 1556;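 active means inhibition above the mean plus 3 SD of all compounds in the same screening run, cut at about 4.5% in these data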;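 further: 0% = IMP-1 with DMSO and 100% = DMSO wells lacking enzyme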
#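 System: purified recombinant IMP-1 beta-lactamase. Medium: Zinc- and detergent-supplemented HEPES buffer, pH 7.1. Compound: one 5.6 µM dose […]. Schedule: 15 min preincubation plus 25 min reaction at 25 °C. Technique: Epi-absorbance fluorescence, 480 nm excitation, 530 nm emission.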
# OXTR agonist: agonists of human oxytocin receptor | P30559 | CHO-OTR cells, Fluo-8 calcium fluorescence; normalized: DMSO 0%, oxytocin 100% | activation, % at 3 µM | actives 0.32% (n = 320,000);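 active means activation above the mean of all tested compounds plus 3 SD, cutoff set per screening run, cut at about 20% in these data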;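 further: peak over basal fluorescence ratio from a 100 s FLIPR kinetic read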
# GPR7 antag: blocks human GPR7 receptor signaling; P48145; actives 1.1% (n = 290,000); inhibition, % at 4.4 µM; AID 1861; GPR7-expressing cells, fluorescence antagonist assay; in the data active means inhibition above about 16%, passing the limit was not always enough;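 further: cells stimulated with the agonist NPW; 0% = agonist with vehicle and 100% = vehicle without agonist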
# Target sequence (P48145 whole entry, looked up): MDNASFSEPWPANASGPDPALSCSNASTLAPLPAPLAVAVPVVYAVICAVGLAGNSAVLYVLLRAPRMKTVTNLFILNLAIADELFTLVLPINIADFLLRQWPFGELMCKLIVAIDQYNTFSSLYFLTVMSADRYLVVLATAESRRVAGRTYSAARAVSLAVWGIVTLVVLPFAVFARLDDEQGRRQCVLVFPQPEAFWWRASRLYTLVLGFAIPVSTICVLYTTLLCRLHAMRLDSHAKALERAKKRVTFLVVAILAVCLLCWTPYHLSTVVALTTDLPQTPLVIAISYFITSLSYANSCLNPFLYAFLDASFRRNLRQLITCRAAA
# FID counter: fluorescent intercalator displacement, NS3 helicase counter-screen; DNA fluorescent intercalator displacement, fluorescence; inhibition, % at 7.9 µM; actives 0.17% (n = 290,000); AID 1845; in the data active means inhibition above about 37%;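 further: 0% = vehicle and 100% = reference compound; higher means more ethidium bromide displaced from hairpin DNA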
# NS3 helicase inh: HCV NS3 helicase inhibition; inhibition, % at 10.9 µM; actives 0.56% (n = 290,000); NS3 helicase DNA unwinding, Cy5 molecular beacon fluorescence;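 active means inhibition above the mean of all tested compounds plus 3 SD, set per campaign, cut at about 35% in these data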;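 further: 0% = DMSO wells and 100% = thioflavine S control wells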
#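 test system = hepatitis C virus NS3 helicase domain fragment enzyme | reagent = annealed dual-labelled DNA beacon duplex, ATP-started | times = 1 h at 25 °C | detection = Cy5 fluorescence, 0 and 60 min reads | read-out basis = percent inhibition from t60/t0 fluorescence ratio | control set = DMSO and thioflavine S | replication = one well per compound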
# PHOSPHO1 inh: PHOSPHO1 (human) inhibition; Q8TCT1; recombinant PHOSPHO1, absorbance phosphatase assay; AID 1565; actives 1.1% (n = 290,000); inhibition, % at 13.3 µM; in the data active means inhibition above about 60%
# Target sequence (Q8TCT1 whole entry, looked up): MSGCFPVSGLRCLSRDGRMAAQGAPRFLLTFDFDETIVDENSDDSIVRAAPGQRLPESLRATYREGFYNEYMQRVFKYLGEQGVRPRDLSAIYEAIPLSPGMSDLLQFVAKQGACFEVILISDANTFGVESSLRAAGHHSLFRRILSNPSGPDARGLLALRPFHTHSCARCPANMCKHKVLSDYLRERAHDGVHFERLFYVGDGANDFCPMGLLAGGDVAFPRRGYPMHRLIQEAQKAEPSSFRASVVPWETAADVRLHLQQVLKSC
# V1R ag counter: V1a receptor agonism, counter-screen for OXTR agonists. P37288. CHO-V1R cells, Fluo-8 calcium fluorescence, agonist mode; 0% DMSO, 100% 3 nM vasopressin. activation, % at 3 µM. actives 0.25% (n = 320,000). AID 2797;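 active means activation above the mean activation of all tested compounds plus 3 SD, per screening run, cut at about 20% in these data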;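 further: signal is peak over basal fluorescence ratio across a 100 second FLIPR read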
# GalR3 antagonist: blocks the human galanin receptor 3. inhibition, % at 3 µM. actives 0.44% (n = 360,000). O60755. AID 651719. HEK293 GalR3-CNG cAMP membrane potential fluorescence; galR3 body fused to GalR1 C-terminus;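 active means inhibition above the screen-wide average plus 3 SD, cut at about 13% in these data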;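 further: forskolin and galanin both at EC90 stimulate the cells; cAMP rise reported by CNG channel membrane potential dye signal; 0% = forskolin plus galanin with DMSO and 100% = forskolin alone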
# VIM-2 inhibitor: blocks Pseudomonas aeruginosa VIM-2 metallo-beta-lactamase | purified VIM-2, nitrocefin hydrolysis, epi-absorbance fluorescence | inhibition, % at 5.6 µM | actives 0.89% (n = 290,000) | AID 1527;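 active means inhibition above the mean of all tested compounds plus 3 SD, cutoff set per screening run, cut at about 7.5% in these data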;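 further: red hydrolysis product quenches plate fluorescence so inhibitors raise well fluorescence; 0% = enzyme with DMSO and 100% = DMSO without enzyme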
# Active calls of the source: *; · = no result given.
SMILES,IMP-1 inh,OXTR agonist,GPR7 antag,FID counter,NS3 helicase inh,PHOSPHO1 inh,V1R ag counter,GalR3 antagonist,VIM-2 inhibitor
COc1ccc2c(c1)CCc1cn3nc(C)cc3nc1-2,-3.0,-2.7,-16,-11,9,-15,-1.4,-1,-1.5
O=C(C1CCCN(S(=O)(=O)c2cccc3nonc23)C1)N1CCN(c2ccccc2)CC1 (stereo unspecified),-0.2,4.7,-1,5,7,10,5.8,-7,0.5
Cc1nn(C(C)C(=O)Nc2ccccc2Cl)c(=O)c2nn(-c3ccccc3)c(C)c12 (stereo unspecified),-3.1,-0.7,-15,-41,0,49,0.7,-9,-0.2
Cc1ccc(C)c(OCc2cc(C(=O)NC3CCOC(C)(C)C3)no2)c1 (stereo unspecified),-1.4,0.2,-16,-24,-5,-14,1.9,-4,-1.6
CCOC(=O)c1[nH]c(COC(=O)c2ccccc2NC(=O)c2ccco2)c(C(=O)OCC)c1C,-0.1,-1.0,12,-22,18,11,0.0,2,-1.0
CCCCCC(=O)Nc1ccc(N2CCN(C(=O)CCC)CC2)cc1,-3.0,-1.1,-8,-26,2,-7,0.1,2,-1.2
O=C(Nc1nnc(SCc2cccnc2)s1)C1CC(=O)N(c2ccccc2)C1 (stereo unspecified),0.4,0.9,-10,-40,-4,9,0.4,0,-1.0
Cc1nc(-c2ccccn2)sc1C(=O)Nc1ccc(F)cc1F,-2.5,-0.8,-10,-5,7,24,-1.6,-4,-1.8
COc1ccc(CCNCC(O)COc2cccc(Br)c2)cc1 (stereo unspecified),-3.6,5.2,0,14,-25,-10,0.9,-10,-1.2
O=C(CN1CCc2ccccc2C1)Nc1ccc(F)cc1F,0.4,-1.3,4,-6,-8,38,-1.1,3,0.1
CCn1c(-c2ccccc2)ccc(C#N)c1=O,-0.4,-2.1,-2,0,1,11,-1.1,-6,-5.7
Cc1ccc2[nH]c(=O)c(CN(Cc3ccccc3Cl)C(=O)N3CCOCC3)cc2c1,-4.2,-0.5,-9,-27,-3,-4,0.7,-1,-3.1
COc1ccccc1CNC(=O)CCCn1nc(C)c2c(C)n(-c3ccccc3)nc2c1=O,0.6,-1.9,-12,-51,-3,37,-1.0,-7,-2.0
C=CCn1cc(C(=O)OC)c(=O)c2cc(S(=O)(=O)N(CC)CC)ccc21,1.0,-0.3,12,-5,10,0,0.9,-8,-1.6
CCOC(=O)C(=Cc1ccc(F)cc1)C(=O)OCC,-3.0,-2.7,-11,-5,-2,17,-0.9,·,-2.1
Cc1noc(C)c1CN1C(=O)NC2(CCc3ccccc3C2)C1=O (stereo unspecified),-5.5,0.6,-6,-6,1,·,1.5,-3,3.2
O=C(COC(=O)c1ccc([N+](=O)[O-])s1)NCc1ccccc1,-2.9,1.0,-8,9,4,-1,1.2,-13,-0.3
CCOC(=O)Cn1nnnc1CN(Cc1ccccc1)Cc1cc2cc(CC)ccc2[nH]c1=O,0.4,-1.2,8,-13,0,9,-0.5,-2,0.5
COC(=O)c1ccc(C(=O)NC2CCCN(Cc3ccc(Cl)cc3)C2)nc1 (stereo unspecified),-3.0,-2.0,11,-12,-6,50,-0.5,-10,-0.9
CC(=O)Nc1ccc(S(=O)(=O)NCC(=O)OC(C)c2ccccc2Cl)cc1 (stereo unspecified),-0.2,7.2,5,-7,-3,-12,5.3,-8,-2.5
COc1ccc(C(=O)Nc2nc3nc(-c4ccccc4)cc(=O)n3[nH]2)cc1,-17,·,-14,-15,15,10,·,-4,-1.4
O=C(NCC1COc2ccccc2O1)c1ccco1 (stereo unspecified),-4.7,-0.4,-5,-6,19,9,-1.1,-4,-4.2
Cc1nn(S(=O)(=O)c2ccc(Cl)cc2)c(C)c1S(=O)(=O)N1CCOCC1,-1.3,0.4,11,-1,2,18,-0.2,2,-1.5
Clc1ccc(Cc2nnc(-c3cccs3)o2)cc1,0.2,-1.1,7,-10,4,-18,-0.7,0,-1.9
C[C@H](NC(=O)[C@H]1N2C(=O)c3ccccc3C2SC1(C)C)C(=O)NCc1ccncc1 (stereo partly specified),-0.6,0.3,-2,-16,6,32,0.2,0,-0.5
CCOC(=O)C1CCCN(C(=O)c2ccc(Cl)c(S(=O)(=O)N3CCCCC3)c2)C1 (stereo unspecified),-1.0,6.2,13,-34,1,12,2.5,-4,1.6
COC(=O)/C(=C/c1cccnc1)NC(=O)c1ccccc1,-2.6,-0.4,-2,1,10,-6,1.0,-3,-0.8
CC(=O)SCCC(=O)Nc1ccccc1,-1.8,0.1,1,0,-1,-10,-0.7,-8,-1.0
CCc1ccc(/C=C2\SC(=S)N(CCCC(=O)Nc3nccs3)C2=O)cc1,-4.5,-0.2,-4,0,9,-21,1.1,-9,-3.7
O=S(=O)(Nc1nc2ccc(S(=O)(=O)N3CCCC3)cc2s1)c1ccc(F)cc1,-6.4,-0.2,-6,-37,17,23,-1.6,-5,-0.6
O=C(NC(=S)NNC(=O)[C@H]1C[C@@H]1c1ccccc1)c1cccc(F)c1,-3.8,4.1,-15,1,0,21,1.0,1,-2.2
CC(C)OCCCNC(=O)CNC(=O)c1cccs1,-1.2,-0.3,5,2,12,11,0.1,-2,0.2
COc1ccc(-c2nc(-c3cccnc3)no2)cc1OC,-3.3,-1.0,-19,-14,-5,12,0.2,-4,2.3
CCc1nnc(NC(=O)CSc2nnc(-c3cccnc3)n2CC)s1,-2.3,-1.3,0,-9,-4,25,0.8,-3,-0.5
COC(=O)c1ccccc1NC(=O)CNc1cc(Cl)ccc1N1CCOCC1,-2.4,-2.9,3,-3,-2,35,-1.3,-6,-2.3
CC(C)(C)SCCNS(=O)(=O)c1ccc(F)cc1,-0.5,0.5,3,-2,1,-9,-0.5,-7,-1.3
O=C(Nn1c(O)c(C=C2N=c3ccccc3=N2)sc1=S)c1cccc(Cl)c1,-4.5,1.4,-4,16,11,86*,0.6,-4,-1.9
CCCC(=O)Nc1ccc(C(=O)NCc2ccccc2Cl)cc1,-1.5,-0.1,9,-13,3,-7,0.2,-4,-2.2
Cc1c(CN2CCCC(C)C2)c(O)n(CCO)c(=O)c1C#N (stereo unspecified),-2.1,0.8,2,0,2,15,0.0,2,-2.7
Cn1c(=O)c2sccc2n2c(CCCC(=O)NCc3ccc(F)cc3)nnc12,-0.1,1.3,-10,-16,-4,39,1.6,-6,0.6
CCc1ccccc1N(CC(=O)Nc1cccnc1)S(=O)(=O)c1ccccc1,-0.8,0.1,7,-22,-15,5,1.4,-5,-0.9
CCC(OC(=O)c1nsc(Cl)c1Cl)C(=O)NC(C)(C)C (stereo unspecified),-3.3,-0.6,-8,-4,0,-3,-1.0,-6,-2.1
O=C1CC(C(=O)Nc2ccc(O)c(C(=O)O)c2)C(c2ccccc2)O1 (stereo unspecified),-1.2,-0.2,-4,-2,1,26,0.5,0,-1.9
C=CCOC(=O)Cn1cnc2c(sc3nc(C)cc(C)c32)c1=O,-3.6,-0.9,-9,-19,4,23,-0.4,-8,4.3
CN1CCN(NS(=O)(=O)c2ccc(Cl)s2)CC1,-3.4,0.7,-12,-3,-13,-30,1.4,-2,-2.5
O=C(NCc1cccnc1)c1ccc(COc2ccccc2Br)cc1,-2.3,9.7,-3,-15,-8,34,8.7,-3,-1.6
O=C(CCn1cnc2ccccc2c1=O)Nc1cccc(Cl)c1Cl,-1.4,-0.5,0,-9,-3,34,-0.9,-5,-0.8
CCN(c1ccccc1)S(=O)(=O)c1ccc(F)cc1,-2.5,-1.8,-19,-8,5,-4,-1.3,-6,0.1
COc1cccc(C(=O)NCC(=O)N/N=C/c2cccc(OC(=O)c3ccc([N+](=O)[O-])cc3)c2)c1,-0.3,-0.6,-2,8,-5,6,0.0,-4,-1.2
CCC(=O)N1CCc2cc(S(=O)(=O)NCCC(=O)NCc3ccc(F)cc3)ccc21,-1.4,-0.7,-16,-20,1,51,-0.6,4,-0.6
Cc1ccc(OCC(=O)Nc2ccccc2Sc2ccc(Cl)cc2)c([N+](=O)[O-])n1,-0.4,-2.5,-1,0,-5,-26,-0.6,7,0.1
COc1ccc(-c2onc3ccc(Br)cc23)cc1,-4.0,-0.8,-4,-3,8,-2,0.9,-4,-3.8
